# Compound activity: PubChem BioAssay, Broad Institute
# CFTR F508del cor: CFTR F508del correction in bronchial cells; CFBE cells, YFP halide quenching; stimulated with forskolin plus potentiator P3; % fluorescence drop versus neutral controls; AID 720511; activity (quench increase), % at 7.58 µM; 0.36% of 350,000 active;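 active = mean added fluorescence quench of at least 8% versus neutral control, with both replicates also reaching 8%; inconclusive = only one of the mean or replicate conditions met; inactive = mean below 8% and not both replicates reaching 8%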;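 note: cells transiently co-express mutant CFTR-F508del with the halide-sensitive YFP; corrector assay measuring rescue of mutant channel to the surface after 24 h compound exposure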
# miR122 inh: blocks miR-122 activity in Huh7 sensor cells; activation (reporter increase), % at 12.5 µM; 0.3% of 340,000 active; Huh7 miR-122 Renilla luciferase sensor, 48 h; neutral wells = 0, positive control = 100; AID 602342;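 active = mean replicate activation score at least 90 and every replicate individually at or above 90; inconclusive = only one of the two criteria met; inactive = neither criterion met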;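 note: higher luciferase means less miR-122 activity so hits act as miR-122 inhibitors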
# FN deposition inh: fibronectin deposition inhibition | AH1F fibroblasts, Alexa488-fibronectin deposition fluorescence, overnight | inhibition, % at 12.6 µM | 0.086% of 350,000 active;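 active = mean inhibition across replicates of 30% or more, regardless of how many single replicates reach that level; inconclusive = mean under 30% yet at least half of replicates reach 30%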;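 note: positive control wells lacked labelled fibronectin entirely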
#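 Schedule: 1 h cell adhesion before compound, then overnight fibronectin incubation; test system: AH1F fibroblast monolayer depositing Alexa488-labelled fibronectin into matrix; quantity: 10000 AH1F cells per well; probe or stimulus: fluorescent fibronectin at 24 nM final; signal: fluorescence, ex 485 nm, em 525 nm; evaluation: percent inhibition as loss of matrix-bound fibronectin fluorescence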
# GSIS activator: GLuc luminescence reporter in INS-1E cells, primary screen for activators of glucose-dependent secretion of insulin. INS-1E GLuc reporter insulin secretion, 2-3 h. activation, % at 16.6 µM. 0.61% of 370,000 active. AID 743287;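 active = lowest replicate activation of at least 40%, so every replicate reaches that level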;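 note: 0% = median of neutral control wells and 100% = median of IBMX positive control wells; some compounds called inactive have numbers as strong as hits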
# PAX8 reporter: inhibitors of PAX8 transcriptional activity in RMG-I cells | 1.2% of 360,000 active | RMG-I TPO-luciferase reporter, SteadyGlo, 24 h | inhibition, % at 12.6 µM;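 active = mean replicate inhibition at least 60% with every replicate also reaching 60%; inconclusive = only one of the two criteria is met; inactive = mean below 60% and not all replicates reaching 60%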;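 note: luciferase light reporting Pax8 driven TPO promoter activity; plate controls were median of neutral control wells for no effect and mitoxantrone controls for full effect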
# DENV2 CPE rescue: inhibitors of DENV2 cytopathic effect. DENV2-infected cells, cytopathic effect rescue, plate reader. CPE inhibition, % at 9.99 µM. 1.7% of 350,000 active; in the data active = CPE inhibition above about 20%, passing the limit was not always enough; inconclusive = no clear call, values can overlap the other calls; tested in BHK-21 cells;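 note: 0% = median of neutral control wells and 100% = median of positive control wells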
# EWS-Fli inh: EWS/Fli transcriptional activity inhibition; A673 NR0B1-luciferase reporter, viability-normalised; inhibition, % at 12.6 µM; 0.67% of 350,000 active; AID 651661;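 active = mean inhibition of at least 50% after viability correction, with every replicate also passing that limit; inconclusive = mean reaches 50% but only one of two replicates passes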;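 note: firefly luciferase signal divided by Alamar Blue viability fluorescence both relative to DMSO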
# Numbers without * were called inactive; ? = inconclusive; · = no result given; & = joins results of further samples; [ ] = remark or other dose. Compounds as they come; overall some 3.9% were active at least once.
item	Structure	CFTR F508del cor	miR122 inh	FN deposition inh	GSIS activator
1	Cc1ncc(S(=O)(=O)c2ccccc2)c(-c2ccccc2Cl)n1	·	0	-2	·
2	O=C(CSc1nnc(Nc2ccccc2)s1)Nc1cccnc1Cl	·	-4	3	-14
3	Cc1ccc(S(=O)(=O)Nc2ccc3c(c2)CC(=O)N([C@@H](C)CO)C[C@@H](C)[C@H](CN(C)Cc2ccc(C(=O)Nc4ccccc4N)cc2)O3)cc1	-0.1	26[16.7 µM]	·	-3
4	O=C(CCS(=O)(=O)c1ccc(Br)cc1)Nc1ccccc1Cl	-1.5	-4	4	-5
5	C[C@H](CO)N1C[C@H](C)[C@@H](CN(C)C(=O)Nc2ccccc2)Oc2c(cccc2N(C)C)C1=O	1.5&0.2	-22[16.7 µM]	4&-1	6&0
6	O=C(c1ccc2c(c1)OCO2)N1CCN(c2cccc(C(F)(F)F)c2)CC1	0.5	30	1	-1
7	CSc1ccc(/C=N/n2c(C)nc3ccccc3c2=O)cc1	-3.2	-4	3	28
8	CC=Cc1ccc2n(c1=O)C[C@@H]1[C@@H](CO)[C@H](C(=O)Nc3ccc(-c4ccccc4)cc3)N(C)[C@H]21 (mixture of isomers)	·	·	·	-2
9	COc1cc(/C=N/NC(=O)c2nonc2N)cc(OC)c1OC	-1.9	-6	-1	10
10	CCO[C@H]1OC(C(=O)N2CCN(Cc3ccc4c(c3)OCO4)CC2)=C[C@@H](c2csc3ccccc23)[C@@H]1CCCO	-2.0&3.0	-7	10	-24

item	PAX8 reporter	DENV2 CPE rescue	EWS-Fli inh
1	23	·	·
2	-2	·	·
3	-1	18	46
4	-2	2	3
5	-20&6	2&3	-3&0
6	6	17	8
7	0	2	-28
8	·	-10	-7
9	-5	-5	4
10	27&12	15&5	12&-8

# (continued)
item	Structure	CFTR F508del cor	miR122 inh	FN deposition inh	GSIS activator
11	Cc1cc(C)cc(NC(=O)c2cccnc2)c1	-1.9	4	-1	-1
12	Cc1noc(C)c1NC(=O)Nc1ccc2c(c1)C(=O)N([C@@H](C)CO)C[C@@H](C)[C@H](CN(C)Cc1ccc3c(c1)OCO3)OCCCC[C@@H](C)O2	0.9	11[16.7 µM]	3	8
13	CC(C)C[C@@H](CN1CCC[C@@H]1CN1C(=O)C(=O)NC[C@@H]1Cc1ccccc1)N1C[C@H](Cc2ccc(O)cc2)N(CCc2ccccc2)C(=O)C1=O	-0.4	-4	3	-15
14	N#C[C@@H]1[C@@H](c2ccc(C3=CCCCC3)cc2)[C@@H](CO)N1C(=O)NC1CCCC1	1.6	·	1	6
15	CO[C@H]1CN(C)C(=O)c2cc(NC(C)=O)ccc2OC[C@@H](C)N(Cc2ccccc2F)C[C@@H]1C	-1.0	-4[16.7 µM]	-9	-7
16	C[C@@H]1CN([C@@H](C)CO)S(=O)(=O)c2ccc(C#Cc3ccncc3)cc2O[C@H]1CN(C)S(=O)(=O)c1ccccc1	-0.7	-3[16.7 µM]	·	-54
17	COc1ccc2c3c(n(C)c2c1)[C@@H](CO)N(C)CC31CCN(S(=O)(=O)c2cn(C)cn2)CC1	-0.5	·	·	29
18	COc1ccc(OC)c(NC(=O)CS(=O)(=O)Cc2ccccc2)c1	-0.4	1	2	-6
19	COC(CC(=O)NNC(=S)Nc1ccccc1)OC	-0.1	20	·	-1
20	Nc1nnc(SCc2cc3c(cc2Cl)OCO3)s1	·	-5	0	·

item	PAX8 reporter	DENV2 CPE rescue	EWS-Fli inh
11	6	-4	-5
12	1	-7	-1
13	10	-7	7
14	·	2	-3
15	·	-8	4
16	·	-1	73*
17	·	-14	16
18	9	1	·
19	-16	1	-7
20	-31	·	·

# Going on with the list.
item	Structure	CFTR F508del cor	miR122 inh	FN deposition inh	GSIS activator
21	O=C(COC(=O)CNS(=O)(=O)c1ccc2ccccc2c1)Nc1ccc2c(c1)OCO2	·	·	-2	·
22	O=P(CCc1ccccc1)(c1ccccc1)c1ccccc1	-1.1	·	0	-15
23	Cc1noc(C)c1C(=O)NCc1cccs1	-0.6	-3	·	3
24	COC(=O)c1cc2c(c3c4cc(OC)ccc4n(C(=O)c4ccccc4)c13)C(=O)N(C1CCCCC1)C2	-1.9	·	-4	·
25	CC(=O)NNc1cc(C)nc(N)n1	-0.3	4	10	4
26	CCN(C#N)c1nc(NC(C)C)nc(NC(C)(C)C)n1	-0.1	·	1	1
27	Cc1ccc2nc(NC(=O)CN3C(=O)NC4(CCCCC4)C3=O)sc2c1	-1.7	·	15	2
28	CC(=O)N[C@H]1C=C[C@@H](CC(=O)NCc2ccc(Cl)cc2)O[C@@H]1CO	2.2	·	·	18
29	CO[C@@H]1CN(C)C(=O)c2ccc(NS(=O)(=O)c3ccccc3F)cc2OC[C@@H](C)NC[C@H]1C	-3.4	·	·	·
30	C[C@@H]1CN([C@@H](C)CO)C(=O)Cc2cc(NC(=O)Cn3cnnn3)ccc2O[C@@H]1CN(C)CC1CCCCC1	-3.4	-6[16.7 µM]	-2	1

item	PAX8 reporter	DENV2 CPE rescue	EWS-Fli inh
21	-5	-2	2
22	·	-4	-4
23	·	·	-10
24	13	7	-1
25	-4	5	-3
26	-3	2	12
27	-45	-4	-25
28	-17	1	-4
29	9	-2	-1
30	-3	-1	-1

# Next entries follow:
item	Structure	CFTR F508del cor	miR122 inh	FN deposition inh	GSIS activator
31	CN(C)CCSc1nnc(-c2ccccc2)o1	·	-6	-5	·
32	C[C@@H]1CN([C@@H](C)CO)C(=O)c2ccccc2-c2ccccc2CO[C@H]1CN(C)S(=O)(=O)c1cn(C)cn1	2.4	·	-8	5
33	O=C1CC(N2CCN(S(=O)(=O)c3ccccc3F)CC2)C(=O)N1c1ccccc1F (centres undefined)	-0.3	5	-9	16
34	C=CCOC(=O)C1=C(C)NC(=O)NC1c1ccc(N(C)C)cc1 (centres undefined)	0.0	-18	3	2
35	COc1cc2c(cc1OC)CN(C(=S)Nc1ccc(Cl)cc1)CC2	0.7	·	5	-36
36	O=C(NC1CC1)c1cccc(Nc2ccc(-c3ccc4c(c3)OCCO4)nn2)c1	·	-4	-6	-28
37	CN(C)c1ccc(CNC(=O)C2(C)Cc3c(-c4ccc5c(c4)OCO5)ccnc3O2)cc1 (centres undefined)	1.3	2	6	0
38	O=C(NCCO)c1ccc2nc(-c3ccco3)c(-c3ccco3)nc2c1	·	-6	22	·
39	Cn1ncc(Cl)c1C(=O)Nc1ccc2c(c1)OCO2	-1.0	6	·	7
40	O=C(N[C@H]1CC[C@@H](CC(=O)N2CCN(c3ccccc3)CC2)O[C@@H]1CO)c1ccncc1	-1.3	·	-7	6

item	PAX8 reporter	DENV2 CPE rescue	EWS-Fli inh
31	-66	·	·
32	5	8	0
33	0	14	-6
34	12	-3	0
35	14	-2	15
36	·	·	·
37	26	-8	59*
38	2	·	·
39	-25	2	·
40	-4	-4	-3

# (cont.)
item	Structure	CFTR F508del cor	miR122 inh	FN deposition inh	GSIS activator
41	O=C(Nc1cc(C(F)(F)F)cc(C(F)(F)F)c1)[C@H]1O[C@@H](n2ccc(=O)[nH]c2=O)[C@H](O)[C@@H]1O	0.1	-6	2	-4
42	CC(=O)NC(CC(=O)N(C)Cc1c(F)cccc1Cl)c1ccccc1 (centres undefined)	1.4	10	13	-7
43	CCCn1c(SCC(=O)NC2CCCc3ccccc32)n[nH]c1=O (centres undefined)	-4.3	·	-3	17
44	C[C@H]1CN([C@@H](C)CO)C(=O)c2cc(NC(=O)CCCN(C)C)ccc2O[C@@H]1CN(C)CC1CC1	-0.9	-11[16.7 µM]	·	-1
45	CC(C)(C)N(CC#CCC(O)(c1ccccc1)c1ccccc1)CCO	0.5	·	-5	·
46	O=C(NCC(O)c1ccc([N+](=O)[O-])cc1)Nc1ccccc1 (centres undefined)	1.3	·	4	14
47	O=C(NCCc1ccccc1)c1ccccc1NC(=O)C1CCCO1 (centres undefined)	-2.0	·	·	4
48	COCCNC(=S)N(CCc1c(C)[nH]c2ccc(C)cc12)Cc1ccco1	-0.2	·	5	-54
49	CCOC(=O)N1CCN(C(=O)C(CC(C)C)NC(=O)C2CCCCC2)CC1 (centres undefined)	·	-6	-1	·
50	CC(=O)Nc1nnc(-c2ccco2)o1	-1.7	·	6	-20

item	PAX8 reporter	DENV2 CPE rescue	EWS-Fli inh
41	8	-6	2
42	14	4	2
43	4	·	3
44	-5	-8	1
45	11	2	9
46	0	-4	-5
47	-23	-2	71*
48	12	15	2
49	14	·	·
50	-8	3	-7

# Following part.
item	Structure	CFTR F508del cor	miR122 inh	FN deposition inh	GSIS activator
51	NC1=NC(c2ccccc2)CC(=O)N1 (centres undefined)	1.4	-7	·	·
52	O=C1CCN(CCc2ccccc2)CCN1CCOc1ccccc1	0.2	1	1	-8
53	O=C(C[C@H]1CC[C@H]2[C@@H](COC[C@@H](O)CN2Cc2ccc(C(F)(F)F)cc2)O1)N1CCc2ccccc2C1	-0.1	-9[16.7 µM]	11	15
54	CC(C)C(=O)Nc1ccc2c(c1)C(=O)N(C)[C@@H]1CC[C@H](CC(=O)NCc3ccccc3)O[C@H]1CO2	-1.6	31[16.7 µM]	0	10
55	N#C[C@H]1[C@H](c2ccccc2-c2cccc(F)c2)[C@@H](CO)N1C(=O)CN1CCOCC1	-3.3	·	-1	7
56	O=C(C1=NN[C@@H]2C(=O)N(c3cccc(F)c3)C(=O)[C@H]12)c1cnccn1	0.3	-1	6	·
57	Cc1onc(-c2ccccc2)c1C(=O)N/N=C/c1cc2c(cc1Cl)OCO2	·	·	10	-8
58	COc1ccccc1CN1[C@@H]2CN(C(=O)C3CC3)c3ccccc3[C@@H]2[C@@H]1CO	3.0	0[16.7 µM]	-2	1
59	O=C(NCCN1CCOCC1)c1cc(Sc2ccc(F)cc2F)nc2ccccc12	0.0	-8	-5	18
60	O=[N+]([O-])c1ccc(O)c(/C=N/Nc2ncnc3c2cnn3-c2ccccc2)c1	2.4	2	-2	16

item	PAX8 reporter	DENV2 CPE rescue	EWS-Fli inh
51	5	4	-4
52	5	-4	-12
53	·	0	·
54	-9	6	-3
55	·	4	-3
56	9	2	-2
57	-9	2	·
58	33	-6	7
59	8	-10	2
60	26	3	7

# Entries of single compounds, looked up by structure. Values in the order: CFTR F508del cor | miR122 inh | FN deposition inh | GSIS activator | PAX8 reporter | DENV2 CPE rescue | EWS-Fli inh
# Profile of O=[N+]([O-])c1ccc(O)c(/C=N/Nc2ncnc3c2cnn3-c2ccccc2)c1 → 2.4 | 2 | -2 | 16 | 26 | 3 | 7
# Profile of COc1ccccc1CN1[C@@H]2CN(C(=O)C3CC3)c3ccccc3[C@@H]2[C@@H]1CO → 3.0 | 0[16.7 µM] | -2 | 1 | 33 | -6 | 7
# Profile of Cc1onc(-c2ccccc2)c1C(=O)N/N=C/c1cc2c(cc1Cl)OCO2 → · | · | 10 | -8 | -9 | 2 | ·
# Profile of N#C[C@H]1[C@H](c2ccccc2-c2cccc(F)c2)[C@@H](CO)N1C(=O)CN1CCOCC1 → -3.3 | · | -1 | 7 | · | 4 | -3

# Later entries.
item	Structure	CFTR F508del cor	miR122 inh	FN deposition inh	GSIS activator
61	Cc1c(Cl)cccc1NC(=O)CCC(=O)N/N=C/c1ccco1	2.4	-5	·	10
62	COc1cc(CNC[C@H]2O[C@@H](n3cc(C)c(=O)[nH]c3=O)C[C@@H]2O)ccc1OCc1cccc(Cl)c1	1.4	-3	-10	5
63	Cc1ccc(NC2CCCN(C(=O)C3CCCC3)C2)cc1C (centres undefined)	1.1	2	-4	-22
64	COc1ccc(S(=O)(=O)Nc2ccc3c(c2)CC(=O)N([C@H](C)CO)C[C@H](C)[C@@H](CN(C)C(=O)Nc2c(C)noc2C)O3)cc1	-2.6	3[16.7 µM]	6	10

item	PAX8 reporter	DENV2 CPE rescue	EWS-Fli inh
61	16	-6	·
62	-10	?	-17
63	-22	16	4
64	-20	6	-10
